# STK33 kinase inh = human STK33 kinase inhibition; Q9BYT3; purified STK33, MBP phosphorylation, ADP-Glo luminescence; inhibition, % at 10 µM; hit rate 0.073% among 320,000; AID 2661;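 active means inhibition at or above 25%, using the most active replicate where run in duplicate; inactive means inhibition below 25%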
# Target sequence (Q9BYT3 whole entry, looked up): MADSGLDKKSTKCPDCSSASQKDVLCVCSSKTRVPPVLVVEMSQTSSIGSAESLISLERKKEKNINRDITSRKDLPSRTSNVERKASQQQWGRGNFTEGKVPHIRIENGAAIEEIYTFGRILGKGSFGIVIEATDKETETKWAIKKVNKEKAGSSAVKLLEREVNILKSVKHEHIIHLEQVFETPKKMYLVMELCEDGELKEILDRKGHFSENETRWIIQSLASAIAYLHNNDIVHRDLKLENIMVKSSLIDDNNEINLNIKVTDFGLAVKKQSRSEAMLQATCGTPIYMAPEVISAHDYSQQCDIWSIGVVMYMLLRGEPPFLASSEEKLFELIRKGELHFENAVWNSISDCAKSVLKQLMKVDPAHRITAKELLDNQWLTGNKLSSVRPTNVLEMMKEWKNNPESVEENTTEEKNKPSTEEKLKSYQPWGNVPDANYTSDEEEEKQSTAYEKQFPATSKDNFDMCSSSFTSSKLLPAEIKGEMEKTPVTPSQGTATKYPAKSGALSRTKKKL
# OX1R antag-1 = human HCRTR1 antagonism. O43613. inhibition, % at 5 µM. CHO/OX1R cells, Fluo-8 calcium fluorescence, orexin A. hit rate 0.43% among 330,000. AID 434989;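 active means inhibition above its plate's threshold, mean inhibition of all tested compounds on the plate plus 3 SD, cut at about 37% in these data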;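 further: 0% = orexin A challenge wells and 100% = SB-334867-A antagonist wells; not every result past the cut was called active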
# Target sequence (O43613 whole entry, looked up): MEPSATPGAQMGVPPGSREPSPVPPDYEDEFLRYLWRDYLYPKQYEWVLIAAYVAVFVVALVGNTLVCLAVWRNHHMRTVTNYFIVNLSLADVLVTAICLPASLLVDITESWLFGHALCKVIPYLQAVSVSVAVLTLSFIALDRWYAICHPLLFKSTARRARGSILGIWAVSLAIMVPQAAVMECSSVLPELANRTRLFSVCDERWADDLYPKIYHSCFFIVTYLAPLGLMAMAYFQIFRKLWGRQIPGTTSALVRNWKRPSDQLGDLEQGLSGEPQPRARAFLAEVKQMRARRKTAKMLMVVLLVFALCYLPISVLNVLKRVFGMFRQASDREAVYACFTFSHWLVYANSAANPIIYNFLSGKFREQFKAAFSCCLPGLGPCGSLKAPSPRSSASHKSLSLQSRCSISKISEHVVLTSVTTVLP
# OX1R antag-2 = blocks the human orexin 1 receptor. OX1R-expressing cells, FRET antagonist read-out. inhibition, % at 6.6 µM. hit rate 1.8% among 330,000. AID 485270; in the data active means inhibition mostly above about 38%, no sharp cut-off; inactive means mostly below about 40%;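 further: 0% = agonist challenge alone and 100% = reference antagonist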
# * = called active by the depositor; nt = no result given. Outcome played no part in choosing rows; 2.2% or so of the library scored in one or more.
STK33 kinase inh	OX1R antag-1	OX1R antag-2	structure
-0.1	-3	9	COc1ccc(/C=N/NC(=O)CC(=O)NCc2cccnc2)cc1
-0.8	-1	6	CCCCc1ccc(NC(=O)Cn2c(=O)c(N3CCCCC3)c(N)n(C)c2=O)cc1
0.0	0	12	COc1ccccc1NS(=O)(=O)CC12CCC(CC1=O)C2(C)C (configuration not stated)
-1.7	-11	15	O=C(CN1CCN(Cc2ccc(Cl)cc2)C1=O)NCc1cccs1
1.0	-12	22	CCCCOc1ccc(C(=O)NCC(=O)N(C)CC(=O)Nc2ccc(N3CCOCC3)cc2)cc1
1.1	-8	13	CC1(C)CC(=O)CC(C2(O)C(=O)N(Cc3ccccc3)c3ccccc32)O1 (configuration not stated)
-0.9	-20	11	COc1ccc(-c2c(C)n([O-])c(C)c(-c3ccccc3)[n+]2=O)cc1OC
-3.4	-22	-1	CCOC(=O)c1ccc(NC(=O)Cn2nc(C)c3ccccc3c2=O)cc1
-0.6	-5	15	CC(=O)Nc1csc2ccccc12
-0.5	-4	2	O=C(NCc1ccc(Cl)cc1Cl)c1ccccn1
-0.1	-9	-2	CCOC(=O)N1CCN(C(=S)Nc2cccc(C)c2)CC1
-0.9	-27	-1	Cc1csc(NC(=O)CCc2ccc(S(=O)(=O)N3CCOCC3)cc2)n1
0.5	-11	3	c1ccc2oc(-c3[nH]ncc3CN3CCC(N4CCSCC4)CC3)cc2c1
0.0	-24	-6	Cc1ccc(S(=O)(=O)N(CC(O)CN(C)C)c2ccccc2)cc1 (configuration not stated)
-0.6	-9	-2	Cc1ccc(NC(=O)CCCN2C(=O)NC(C)(C)C2=O)cc1
-0.2	-30	6	Cn1c(SCC(=O)c2ccc3c(c2)Cc2ccccc2-3)nnc1-c1cccc(N)c1
0.3	-21	10	NCCCNC(=O)c1ccc(/C=N/O)nc1
0.5	-4	39*	Cc1nc2ccccc2c2c1C(=O)NC2=O
-0.4	-18	24	CN(C(=O)C1CCOC1)c1nnc(-c2cnccn2)s1 (configuration not stated)
-4.1	-27	9	Cc1cc(C)n(-c2ccc(Cl)c(C(=O)OCC(N)=O)n2)n1
nt	-1	20	CN1CCc2cccc3c2[C@@H]1Cc1ccc(O)c(O)c1-3
-0.8	-17	-9	CCOC(=O)c1ccc(NC(=S)N2CCN(c3ccccn3)CC2)cc1
-1.3	-1	11	CSc1nnc2n(C)c3c(c(=O)n12)C1(CCCC1)Cc1ccccc1-3
-0.4	-6	1	N=C1/C(=C\c2ccc(Br)o2)C(=O)N=C2SC(CC(=O)N3CCOCC3)=NN12
0.1	-19	7	COc1cc2cc(C(c3nnnn3C3CCCCC3)N(C)C3CCCCC3)c(=O)[nH]c2cc1OC (configuration not stated)
1.2	-2	16	COc1cc2c(C#CCCCO)c(-c3ccsc3)oc(=O)c2cc1OC
-0.4	-4	11	COCCCNC(=S)NNC(=O)c1ccc2c(c1)OCO2
-0.9	-9	11	CCCCOC(=O)Nc1cccc(C(C)=O)c1
-1.4	24	5	CCOc1ccc(N)c(SSc2cc(OCC)ccc2N)c1
1.5	-15	15	Oc1c(Cl)cc(Cl)cc1C=Nc1cc(C(F)(F)F)ccc1N1CCc2ccccc2C1
-0.1	-15	9	O=C(Cc1ccccc1)NNC(=S)Nc1ccc(Cl)cc1
0.3	-7	4	O=C(Nc1ccc(Cl)cc1)C1CCCN(c2cnccn2)C1 (configuration not stated)
0.1	-26	20	Cc1cccc(N2CCN(CC(O)COc3ccc(Cl)cc3)CC2)c1 (configuration not stated)
-2.0	9	9	Cc1nnsc1SC(C)C(=O)O (configuration not stated)
1.2	-4	9	COc1ccc(OC)c(-n2c(SCC(=O)Nc3cc(C)on3)nnc2-c2c[nH]c3ccccc23)c1
0.1	-2	30	C=CCN(CC=C)C(=S)NC(=O)c1ccc(C)c(Br)c1
-1.9	1	6	CN1C(=O)Cn2c1nc1ccccc12
2.2	-16	11	NC(=O)C1CCN(C(=O)c2cccc(S(=O)(=O)N3CCc4ccccc4C3)c2)CC1
-0.4	-29	26	Fc1ccc(-c2nc3c(-c4ccc(F)cc4)cnn3cc2CCN2CCOCC2)cc1
2.3	-2	11	NC(=O)C1(N2CCCCC2)CCN(C(=O)CSc2nc(C(F)(F)F)cc(=O)[nH]2)CC1
1.4	-12	5	Cc1ccc2c(cnn2C(=O)CCC(=O)NC2CCCC2)c1
-0.8	-3	5	COc1ccc(C2C(C#N)=C(N)Oc3cc(C)n(CCN4CCOCC4)c(=O)c32)cc1OC (configuration not stated)
0.2	-16	25	Cc1ccc(C(=O)Nc2ccccc2Oc2ccccc2)cc1[N+](=O)[O-]
0.3	0	1	COc1ccc(C(=O)N2CCC(C(=O)Nc3ccc4c(c3)OCO4)CC2)cc1
-0.3	-3	15	Cc1cc(/C=C2\SC(=S)NC2=O)c(C)n1C

# Structures above printed as active in OX1R antag-2.
STK33 kinase inh	OX1R antag-1	OX1R antag-2	structure
0.5	-4	39*	Cc1nc2ccccc2c2c1C(=O)NC2=O

# Next compounds.
STK33 kinase inh	OX1R antag-1	OX1R antag-2	structure
0.6	-27	11	CC1CCCC(NS(=O)(=O)c2ccc3c(c2)OCCO3)C1C (configuration not stated)
13	-6	76*	COCc1[nH]nc2c1C(c1cc(OC)c(O)c(OC)c1)C(C#N)=C(N)O2 (configuration not stated)
nt	-5	6	CC[C@]12c3[nH]c4ccc(OC)cc4c3CCN1C(=O)C(CC(=O)NCc1ccco1)C[C@@H]2C(=O)N1CCN(C(=O)C2CC2)CC1 (some centres not stated)
-0.5	-20	14	COc1ccc(NC(=O)CCNC(=O)Cn2ccc3ccccc3c2=O)cc1Cl
-0.4	-17	14	C=CCC(=O)N1CCC(n2nccc2NC(=O)CCOc2ccccc2)CC1
0.3	-5	6	Cc1cccc(OCC(=O)NCCNC(=O)c2cccnc2)c1
6.3	-14	40	COc1ccc(CCN(C)C(=O)CSc2nc3ncc(Cl)cc3[nH]2)cc1OC
-1.3	-41	18	COC(=O)c1c(NC(=O)CN2C(=O)C(=O)N(CC(C)C)C2=O)sc2c1CCCCC2
-0.1	-41	9	CN(Cc1ccccc1)CC(O)COc1ccc(CNCCCOc2cccnc2)cc1 (configuration not stated)
-2.5	-4	2	COc1cc(CC(=O)Nc2cc(S(C)(=O)=O)ccc2Cl)cc(OC)c1OC
-1.6	-10	13	O=C(Cc1ccsc1)NNC(=O)c1ccccc1Cl
-0.5	-11	7	Cc1cc(-c2ccccc2)n(-c2ccc(C(=O)N3CCN(c4ncccn4)CC3)cc2)n1
-1.6	-17	6	NS(=O)(=O)c1ccc(CNC(=O)CCCSc2ccccc2)cc1
-0.9	-16	39	O=[N+]([O-])C(/C=C(/Cl)[N+](=O)[O-])=C(N1CCCCC1)N1CCCCC1
-1.6	-12	10	COc1ccc(CC(=O)OCCN(C)C)cc1
2.8	-6	16	COc1ccc(Br)cc1/C=N/Nc1cccc(C(=O)O)c1
nt	7	6	O=C(COC(=O)c1ccc(O)cc1O)NC1CCCCCC1
-7.2	-10	40	Cc1ccc(-c2cc(C(=O)N/N=C/c3ccc(F)cc3)n[nH]2)o1
-1.3	-16	3	COc1ccc(NC(=O)c2ccccc2NC(=O)C2CCCO2)cc1 (configuration not stated)
-0.1	-25	16	c1ccc(Cn2nnnc2CN2CCN(c3ncccn3)CC2)cc1
0.5	-13	39	CN(C)C(CNC(=O)c1cccc(C#N)c1)c1ccco1 (configuration not stated)
0.4	-7	3	OCC(O)CN1CCCC1 (configuration not stated)
-1.2	-7	26	COc1ccc(NC(=O)C2C3CCC(C3)C2C(=O)O)cc1OC (configuration not stated)
0.7	-22	42*	CC1CCCC(C)N1C(=O)c1ccc2c(c1)S(=O)(=O)c1ccccc1C2=O (configuration not stated)
-1.0	-22	5	CSC1=NCCN1S(=O)(=O)c1ccc(Cl)cc1
-1.5	-10	6	Nc1ccccc1-c1nnc(-c2ccccc2N)n1N
0.8	-10	156*	Cc1nc(-c2ccc([N+](=O)[O-])cc2)sc1C(=O)O
2.5	-17	7	CCOc1ccc(S(=O)(=O)N2CCC(C(=O)N3CCOCC3)CC2)cc1Cl
0.0	-7	13	O=S(=O)(Nc1ncccc1O)c1ccc(Cl)cc1
-0.2	3	20	CC(OC(=O)CCCN=C1NS(=O)(=O)c2ccccc21)C(=O)N(C)c1ccccc1 (configuration not stated)

# Part of the list above, showing only OX1R antag-2 and OX1R antag-1.
SMILES | OX1R antag-2 | OX1R antag-1
COc1ccc(CCN(C)C(=O)CSc2nc3ncc(Cl)cc3[nH]2)cc1OC | 40 | -14
COC(=O)c1c(NC(=O)CN2C(=O)C(=O)N(CC(C)C)C2=O)sc2c1CCCCC2 | 18 | -41
CN(Cc1ccccc1)CC(O)COc1ccc(CNCCCOc2cccnc2)cc1 (configuration not stated) | 9 | -41
COc1cc(CC(=O)Nc2cc(S(C)(=O)=O)ccc2Cl)cc(OC)c1OC | 2 | -4
O=C(Cc1ccsc1)NNC(=O)c1ccccc1Cl | 13 | -10

# Other results:
STK33 kinase inh	OX1R antag-1	OX1R antag-2	structure
-0.8	-20	19	COC(=O)c1ccc(COC(=O)[C@@H]2CC(O)CN2S(=O)(=O)c2ccccc2[N+](=O)[O-])cc1 (some centres not stated)
-0.9	-33	10	CCOC(=O)c1c(C=O)c(C)n(Cc2ccc(C)cc2)c1C
0.0	-2	5	COc1ccc(NC(=O)CSc2nncs2)cc1S(=O)(=O)N1CCCCC1
0.2	-1	3	COc1ccc(S(=O)(=O)Nc2c(NC3CCCCC3)c3ccccc3oc2=O)cc1
3.3	-22	9	CC(=O)Nc1ccc(/C=C/C(=O)c2ccccc2)cc1
1.2	-22	22	O=S(=O)(c1ccc(S(=O)(=O)N2CCOCC2)cc1)N1CCCC1
-1.4	-3	10	COc1ccc(N2CCN(S(=O)(=O)CC34CCC(CC3=O)C4(C)C)CC2)cc1 (configuration not stated)
-0.9	-1	10	Cc1ccc(S(=O)(=O)N2CCC(C(=O)NCCCN3CCOCC3)CC2)cc1C
-0.6	-7	5	COCCCNCC(O)COc1cccc2[nH]c(C)cc12 (configuration not stated)
-0.7	-19	18	Cc1cccc(N2CCN(Cc3ccc([N+](=O)[O-])o3)CC2)c1C
0.3	-30	13	CCCCS(=O)(=O)/C=C\C=C/S(=O)(=O)CCCC
-1.7	-16	9	Cc1cc(C(=O)COc2ccccc2C(N)=O)c(C)n1C
0.7	-24	31	Cc1c(Cl)c([N+](=O)[O-])nn1CCCC(=O)NC(C)c1ccccc1 (configuration not stated)
0.1	-20	22	CCOC(=O)CSc1ncc(OC)c(Sc2ccc(OC)cc2)n1
-0.3	2	7	CC(=O)Nc1cc(NC(C)=O)cc(-c2nc3ccccc3[nH]2)c1
-1.2	-11	6	O=C(NNC(=O)C1CCN(Cc2ccccc2)CC1)c1cccc(Cl)c1
-1.9	-24	14	O=C(N/N=C/c1cc2cc3c(cc2nc1Cl)OCCO3)c1ccccc1O
1.0	-5	14	CC(=O)C1=C(C)NC(SCC(=O)c2cc(Cl)ccc2Cl)=C(C#N)C1c1ccco1 (configuration not stated)
-1.9	-23	11	CC(NC(=O)CSc1ncccn1)c1ccc(Cl)cc1Cl (configuration not stated)
-0.5	3	6	Nc1nc2ccccc2n1CCOc1ccc(F)cc1
-1.9	-8	17	O=S(=O)(Nc1nccs1)c1cc(Cl)ccc1Cl
-1.3	-23	9	CC(C)OC(=O)Cn1c(-c2ccccc2)c(-c2ccccc2)nnc1=O
-0.8	-5	4	COC(=O)c1ccc(NC(=S)N2CCN(Cc3cccc(C)c3)CC2)cc1
-0.4	0	2	O=C(COC(=O)C1CCC1)NC(=O)c1ccccc1
-2.6	-12	14	CC(C)CC1c2[nH]c3ccccc3c2CCN1C(=O)CCC(=O)N(C)C (configuration not stated)
-1.8	-18	17	COc1ccc(NC(=O)CSc2nnc(NC(=O)c3ccco3)s2)cc1OC
-0.1	-24	34	CCc1nonc1NC(=O)c1oc2ccccc2c1C
-1.1	-20	25	O=C(CCCN1C(=O)c2cccc3cccc(c23)C1=O)NCc1cccnc1
1.3	2	30	CCSC1=C(C#N)C(c2ccccc2Cl)CC(=O)N1 (configuration not stated)
-0.8	-34	20	Cc1ccc(NC(=O)CN2CCc3cc4c(cc3C2C)OCCCO4)cc1 (configuration not stated)

# Continued, overlapping the part above by six compounds.
STK33 kinase inh	OX1R antag-1	OX1R antag-2	structure
-2.6	-12	14	CC(C)CC1c2[nH]c3ccccc3c2CCN1C(=O)CCC(=O)N(C)C (configuration not stated)
-1.8	-18	17	COc1ccc(NC(=O)CSc2nnc(NC(=O)c3ccco3)s2)cc1OC
-0.1	-24	34	CCc1nonc1NC(=O)c1oc2ccccc2c1C
-1.1	-20	25	O=C(CCCN1C(=O)c2cccc3cccc(c23)C1=O)NCc1cccnc1
1.3	2	30	CCSC1=C(C#N)C(c2ccccc2Cl)CC(=O)N1 (configuration not stated)
-0.8	-34	20	Cc1ccc(NC(=O)CN2CCc3cc4c(cc3C2C)OCCCO4)cc1 (configuration not stated)
-3.8	-9	17	CCn1nc(C)c(/C=N\NC(=O)c2ccc3c(c2)OCO3)c1C
-0.2	6	-2	Cn1c(=O)[nH]c(=O)c2c1nc(N)n2Cc1ccccc1
3.7	-28	16	Nc1cccnc1Sc1ccc(Cl)cc1
1.2	-18	17	COc1cc(NC(=O)CSc2ncnc3sc4c(c23)CCC(C)C4)c(C(=O)O)cc1OC (configuration not stated)
1.0	-2	12	Cc1occc1C(=O)N1CCN(S(C)(=O)=O)CC1
-0.9	-9	11	COc1ccc(-n2c(C)nc(N)c2C(=O)c2ccccc2)cc1
-0.7	-15	20	Nn1cnnc1SCC(=O)Nc1ccc2c(c1)OCO2
-0.8	-5	11	CCOC(=O)c1c(N)sc2c(NC(C)=O)cccc12
